HTR2A ag = mouse HTR2A agonism via beta-arrestin recruitment; CHO-K1 mHTR2A beta-arrestin complementation, luminescence; percent of 30 µM serotonin response; 360,000 tested, 0.66% active; activation, % at 7.6 µM; P35363;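 active = activation above a run cutoff, the mean activation of all tested compounds plus 3 SD, cut at about 14% in these data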;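 also: 0% = plate median of compound wells and 100% = 30 µM serotonin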
Target sequence (P35363 whole entry, looked up): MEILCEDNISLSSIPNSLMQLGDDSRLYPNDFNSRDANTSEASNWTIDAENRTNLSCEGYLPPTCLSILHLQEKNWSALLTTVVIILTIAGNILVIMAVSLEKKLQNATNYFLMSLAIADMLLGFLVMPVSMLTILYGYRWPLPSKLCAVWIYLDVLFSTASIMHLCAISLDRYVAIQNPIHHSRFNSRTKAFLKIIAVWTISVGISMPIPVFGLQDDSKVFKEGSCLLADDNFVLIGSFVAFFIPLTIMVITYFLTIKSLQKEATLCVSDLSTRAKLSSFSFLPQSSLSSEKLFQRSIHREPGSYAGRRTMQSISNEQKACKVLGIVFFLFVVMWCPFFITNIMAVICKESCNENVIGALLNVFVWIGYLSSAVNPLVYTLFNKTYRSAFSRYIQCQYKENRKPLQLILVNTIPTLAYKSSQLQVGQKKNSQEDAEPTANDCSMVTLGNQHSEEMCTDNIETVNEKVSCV
Cardio protect = myocardial damage modulation in H9c2 cells. H9c2 cardiomyocytes, H2O2 injury protection, ATPLite, 2 h. protection from H2O2 cell death, % at 20 µM. AID 588492. 360,000 tested, 0.63% active;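 active = compounds giving at least 50% protection of heart cells from peroxide-induced death in the single-dose screen, raw or plate-pattern-corrected value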;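 also: 0% = DMSO wells with peroxide and 100% = DMSO wells without peroxide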
ABHD5-PLIN5 inh = blocks binding of human ABHD5 to perilipin-5; Q00G26+Q8WTS1; Split G. princeps luciferase complementation, luminescence, 4 h; inhibition, % at 4 µM; 360,000 tested, 0.78% active; AID 602281;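 active = inhibition above the mean inhibition across every tested compound plus 3 SD, cut at about 22% in these data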;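 also: 0% = DMSO only wells and the 100% control is not disclosed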
MC4R antagonist = human MC4R antagonism in cAMP assay; MC4R-expressing cells, MTII-stimulated cAMP, LANCE TR-FRET; P32245; AID 540295; 360,000 tested, 0.48% active; inhibition, % at 6.5 µM;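 active = inhibition above its plate's cutoff, the mean of tested wells on that plate plus 3 SD, cut at about 29% in these data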;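 also: 0% = Melanotan II alone and 100% = Melanotan II plus saturating MCL0020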
Target sequence (P32245 whole entry, looked up): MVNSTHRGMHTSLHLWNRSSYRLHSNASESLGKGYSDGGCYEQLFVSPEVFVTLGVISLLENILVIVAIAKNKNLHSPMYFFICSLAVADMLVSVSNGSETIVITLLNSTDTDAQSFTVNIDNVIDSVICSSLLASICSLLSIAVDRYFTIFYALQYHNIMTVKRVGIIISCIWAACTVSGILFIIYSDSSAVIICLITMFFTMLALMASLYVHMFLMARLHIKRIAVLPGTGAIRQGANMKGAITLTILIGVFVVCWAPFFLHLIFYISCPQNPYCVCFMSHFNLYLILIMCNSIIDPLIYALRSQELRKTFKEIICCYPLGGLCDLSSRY
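System: U2OS cells stably expressing human melanocortin 4 receptor (MC4R). Reagent: Melanotan II challenge after compound preincubation. Doses: 6.5 µM. Times: 30-min compound, 1-h challenge, 1-h detection, room temperature. Measured by: TR-FRET with Eu-cAMP and labeled anti-cAMP, 671 nm. Replicates: singlicate.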
aDG glyco act = increases alpha dystroglycan glycosylation | Pro5-aDG cells, alpha-DG glycosylation AlphaScreen (IIH6); 0% Pro5, 100% B10-LARGE cell signal | activation, % at 10 µM | 360,000 tested, 0.22% active;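 active = activation of at least 8% versus controls, or a plate z-score of at least 8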;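 also: Pro5 are CHO cells carrying HIG-tagged alpha-DG that lacks glycosylation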
N-glyco inh = blocks N-linked glycosylation in D54 reporter cells. D54 ERlucT glycosylation luciferase reporter, 24 h; percent of 100 nM tunicamycin response. reporter increase, % at 12.5 µM. 360,000 tested, 0.23% active;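 active = mean luciferase reporter signal, scaled so untreated is 0 and the glycosylation-blocking control 100, at or above a set limit in every replicate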;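 also: luciferase carries N-glycosylation sites so blocking glycosylation raises the light; 0% = median of neutral control wells and 100% = median of 100 nM tunicamycin wells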
hiPSC survival = enhancers of human iPSC single-cell survival | hiPSC single-cell survival, ATPlite luminescence; 100% = ROCK inhibitor wells, 0% = DMSO | survival enhancement, % at 20 µM | 360,000 tested, 0.044% active; in the data active = survival enhancement above about 18%;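 also: cells exposed to compounds for 16 hours before the ATP read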
ABCB6 inh 2 = human ABCB6 transporter inhibition; Q9NP58; K562-ABCB6 porphyrin accumulation, flow cytometry, 1 h; stronger effect = lower value; fluorescence ratio to DMSO, % at 10 µM; 360,000 tested, 0.19% active; AID 602162;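 active = fluorescence ratio to DMSO below 75%, the collection mean minus 3 SD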;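 also: signal is porphyrin accumulated inside mitochondria; 100% equals median channel fluorescence of DMSO control wells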
MC4R ag barr = activates human MC4R beta-arrestin recruitment; 360,000 tested, 0.98% active; AID 540308; activation, % at 8.9 µM; P32245; U2OS MC4R beta-arrestin complementation, luminescence; percent of melanotan II response, DMSO zero;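 active = activation above a per-plate cutoff, the mean activation of sample wells on that plate plus 3 SD, cut at about 8% in these data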
Granule exo inh = blocks lytic granule exocytosis. inhibition, % at 10 µM. TALL-104 LAMP-1 surface exposure, flow cytometry; cells stimulated with thapsigargin and PMA. 360,000 tested, 0.66% active;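 active = inhibition above about 55%, limit read from the data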
Active calls of the source: *; . = no result given.

Order of results: Granule exo inh, MC4R antagonist, ABHD5-PLIN5 inh, HTR2A ag, MC4R ag barr, Cardio protect, hiPSC survival, N-glyco inh, ABCB6 inh 2, aDG glyco act
- O=C(c1ccco1)N1CCN(c2ncnc3scc(-c4ccccc4)c23)CC1
    11, 12, 9, 3, 0.6, 9, 1.6, -6, 93, 2.7
- CCCCS(=O)(=O)Nc1ccc(C(=O)NCC2CCCO2)cc1 (stereo not drawn)
    -1, 0, -4, 1, -1.6, 2, 0.5, 3, 99, -0.3
- O=C(CCn1c(=S)[nH]c2ccccc2c1=O)NCCc1ccc(Cl)cc1
    6, 8, 0, 2, -1.1, 12, 0.3, 1, 102, -0.4
- CCOC(=O)/C=C/[C@H]1CC(c2ccccc2)(c2ccccc2)CO1
    -6, 1, -4, 0, 0.9, -5, 1.5, -1, 99, 0.1
- CS(=O)(=O)n1nc(-c2ccc(Cl)cc2)nc1N
    -1, -4, -2, 0, -1.7, 11, -1.8, 0, 98, 0.1
- COCCNC(=O)C(=O)N/N=C/c1ccccc1C(F)(F)F
    2, -5, -4, 0, -1.7, 4, 0.0, 4, 92, -0.2
- C=CCN1C(=O)/C(=C\c2cc(Br)c(OCc3ccccn3)c(OC)c2)SC1=S
    -2, 3, 4, 2, -1.2, -11, 0.4, 0, 99, 1.6
- COC(=O)c1[nH]c2cccc(OC)c2c1NC(=O)CN1CCOCC1
    -1, 1, -4, 0, -1.1, -2, -2.5, 0, 95, 0.2
- CC12CC3(C)CC(C)(C1)CC(C(=O)NCc1ccccn1)(C2)C3
    3, 9, -5, -1, -3.5, 6, 0.2, -1, 119, -0.1
- CN(C)P(=NC(=O)COc1ccc(Cl)cc1Cl)(N(C)C)N(C)C
    1, 9, -3, 4, -1.5, -3, -0.6, 0, 99, 0.3
- CCCCOc1ccc(C(=O)NCC(=O)NCCOc2ccccc2)cc1
    -7, -2, 1, 1, -2.1, -6, -0.4, 1, 98, 0.2
- CCOC(=O)CSc1nc2ccccc2c(=O)n1-c1ccc(C(=O)NCCOC)cc1
    0, 0, 3, 2, 3.3, 3, -0.4, -1, 95, -0.3
- CCCCC(CC)CN1C(=O)/C(=C/c2ccncc2)SC1=S (stereo not drawn)
    -6, 9, 3, 0, -0.9, -29, -0.2, 1, 102, 1.6
- CCCc1cnc(N2CCN(S(C)(=O)=O)CC2)nc1
    14, 3, -1, -2, -1.4, -1, -0.6, 1, 101, 0.0
- COc1ccc(S(=O)(=O)N/N=C(/C)c2ccc(Cl)cc2)cc1
    0, 4, 5, -1, 0.0, -6, -2.2, -1, 104, -0.2
- CC(C)C(C)NC(=O)CN1C(=O)NC2(CCc3ccccc3C2)C1=O (stereo not drawn)
    2, 3, -1, 6, -1.7, -2, 3.5, 1, 95, -0.1
- O=C(COc1cc2oc(=O)cc(-c3ccccc3)c2cc1Cl)NCc1ccccn1
    -1, 0, 0, 1, -4.3, 9, 0.0, -4, 94, 0.0
- Cc1ccc(-n2c(-c3cnccn3)n[nH]c2=S)cc1
    2, 12, -3, 1, -1.1, 5, -0.2, 0, 94, -0.3
- CC(=O)N/N=C(/c1ccccc1)C(O)c1ccccc1 (stereo not drawn)
    0, 12, 10, 9, 0.9, 2, 0.3, 2, 100, -0.1
- Cc1onc(-c2ccccc2)c1C(=O)N1CCCN2C(=O)c3ccccc3C21 (stereo not drawn)
    -9, 5, 5, 3, 0.1, 2, -0.3, 3, 89, 0.0
- COc1ccccc1OCCn1nnc2ccccc21
    1, 1, -3, -3, -0.5, 4, -0.1, 1, 99, 0.1
- COc1ccccc1CN(C)CC(=O)Nc1ccc(Cl)cc1C(F)(F)F
    1, 1, -4, 1, 2.3, -11, -1.5, -3, 87, 0.3
- CCCCN1CC(C)(C)[C@H](CC(=O)Nc2ccc(Br)cc2)C1=O
    2, 13, -2, -3, 14*, -11, -2.1, -1, 102, 0.7
- COC(=O)c1c(C(=O)OC)c(-c2cccc(Cl)c2)n2c1CS(=O)C2 (stereo not drawn)
    0, 24, -6, 6, 3.0, -6, -2.3, 1, 101, -0.2
- FC(F)(F)c1nnc2c3ccccc3c(Cl)nn12
    -10, -29, 11, 3, -1.8, -4, -0.2, 10, 106, 0.1
- COc1ccc(C(=O)CSc2nnc(CN3CCCCC3)n2-c2ccc(F)cc2)cc1
    -1, -5, 5, -5, 0.2, 0, 9.7, -3, 102, 0.0
- COc1ccc(S(=O)(=O)N2CCN(C(=O)[C@@H]3CCCN3C(=O)c3cccs3)CC2)cc1
    0, 5, -7, 2, 0.4, -5, -0.5, -1, 97, 0.0
- CC(C)c1nc(N2CCCC2)c(C#N)c2c1CCCC2
    2, 13, -5, -1, 0.3, 3, -1.0, 0, 98, 0.0
- COc1ccc(CN(C(=O)Cc2cccs2)C(C(=O)NC2CCCC2)c2ccncc2)cc1 (stereo not drawn)
    -1, 17, -6, -4, 0.6, 10, 1.1, -1, 102, 0.3
- O=C(c1ccc(F)cc1)N1CCN=C1c1ccccc1
    3, 8, 8, -1, -1.9, 1, 0.2, -3, 100, -0.2

Some of the entries above in another layout:
structure	Granule exo inh	MC4R antagonist	ABHD5-PLIN5 inh	HTR2A ag	MC4R ag barr	Cardio protect	hiPSC survival	N-glyco inh	ABCB6 inh 2	aDG glyco act
CCCCC(CC)CN1C(=O)/C(=C/c2ccncc2)SC1=S (stereo not drawn)	-6	9	3	0	-0.9	-29	-0.2	1	102	1.6
CCCc1cnc(N2CCN(S(C)(=O)=O)CC2)nc1	14	3	-1	-2	-1.4	-1	-0.6	1	101	0.0
COc1ccc(S(=O)(=O)N/N=C(/C)c2ccc(Cl)cc2)cc1	0	4	5	-1	0.0	-6	-2.2	-1	104	-0.2
CC(C)C(C)NC(=O)CN1C(=O)NC2(CCc3ccccc3C2)C1=O (stereo not drawn)	2	3	-1	6	-1.7	-2	3.5	1	95	-0.1
O=C(COc1cc2oc(=O)cc(-c3ccccc3)c2cc1Cl)NCc1ccccn1	-1	0	0	1	-4.3	9	0.0	-4	94	0.0
Cc1ccc(-n2c(-c3cnccn3)n[nH]c2=S)cc1	2	12	-3	1	-1.1	5	-0.2	0	94	-0.3
CC(=O)N/N=C(/c1ccccc1)C(O)c1ccccc1 (stereo not drawn)	0	12	10	9	0.9	2	0.3	2	100	-0.1

The listing continues.
Order of results: Granule exo inh, MC4R antagonist, ABHD5-PLIN5 inh, HTR2A ag, MC4R ag barr, Cardio protect, hiPSC survival, N-glyco inh, ABCB6 inh 2, aDG glyco act
- CC1CCCCN1S(=O)(=O)c1coc(C(N)=O)c1 (stereo not drawn)
    -2, 12, 3, 9, -1.3, 2, 0.2, 2, 104, -0.2
- Cc1c(Cl)cnc(NC(=O)COC(=O)c2cccc(S(=O)(=O)N3CCc4ccccc4C3)c2)c1Cl
    6, 4, -5, 2, -1.9, -2, 0.6, 0, 91, 0.1
- c1ccc(-c2csc(-n3cnnn3)n2)cc1
    -2, -6, -3, -1, 0.1, 3, -1.2, -1, 101, 0.1
- CC1(C)C2CCC1(C)C(OCC[N+](C)(C)CC(=O)OC1CCCCC1)C2 (stereo not drawn)
    0, 4, 16, 7, 2.5, -22, 5.4, 5, 90, -0.5
- C=CCn1c(SC2CCOC2=O)nc2sc(CC)cc2c1=O (stereo not drawn)
    -1, 12, -4, 1, -0.8, -3, 0.0, 0, 95, -0.2
- O=C1NC[C@@H](CCCCN2C[C@H](Cc3ccccc3)N(CCC3CCCCC3)C(=O)C2=O)N(CCc2ccc(O)cc2)C1=O
    -10, ., 10, -6, ., ., -0.2, ., 98, 0.2
- CC(C)(C)OC(=O)Nc1ccc([C@H](NC(=O)OC(C)(C)C)C(=O)OC(C)(C)C)cc1
    9, 7, 0, 4, 3.8, -2, 6.1, 2, 98, 0.3
- COc1cc(NS(=O)(=O)c2ccc(NC(=O)C3CCCO3)cc2)nc(OC)n1 (stereo not drawn)
    -1, 12, 6, 1, 1.8, 6, 1.3, 1, 102, -0.2
- COc1cc(N/C=C(\C(C)=O)c2ccccc2)cc(OC)c1
    -3, 3, -7, 3, 2.1, 1, -4.2, 3, 100, -0.2
- CSC1=N/C(=C\c2cccc(F)c2)C(=O)S1
    2, 10, 1, 3, 0.0, 10, 0.6, 0, 129, -0.3
- Cc1cc(OC(=O)C(C)(C)C)c([N+](=O)[O-])c(=O)[nH]1
    1, 12, -4, 2, 2.4, 5, -4.5, 2, 96, -0.2
- CCOC(=O)c1ccc(S(=O)(=O)Nc2ccccc2-c2nnn(CC)n2)cc1
    0, -6, -12, -2, -1.0, -13, -0.7, -1, 104, 1.6
- Nc1cccc(O)c1
    6, 4, -6, -3, 0.0, -1, 0.9, 1, 99, -0.1
- O=C1CCN(CCCc2ccccc2)CCN1CCO
    0, 7, 3, -7, -0.9, 2, 0.6, 5, 98, -0.1
- CC(C)CNC(=O)c1cc([N+](=O)[O-])ccc1N1CCCCC1
    -7, 13, 4, 3, 1.3, -4, -1.0, 2, 99, -0.3
- CN(C)c1ccc(C=c2c3cc([N+](=O)[O-])ccc3n3c2cc(-c2ccccc2)[n+]3C)cc1
    20, -1, 26*, -8, -3.2, -20, -3.6, -8, 290, -1.2
- Oc1ccccc1CNc1ncc(Br)cc1Br
    5, -4, -4, -7, 1.4, -2, -3.4, 1, 107, 0.0
- COc1cc2nc(Nc3ccc(F)cc3)nc(N)c2cc1OC
    65*, 8, -2, -1, 1.0, 55*, -0.1, 0, 98, -0.2
- CC1CCN(c2c(NCc3ccc(C(=O)NCC4COc5ccccc5O4)cc3)c(=O)c2=O)CC1 (stereo not drawn)
    12, 0, -5, -1, 0.1, -2, 3.2, 1, 100, -0.2
- O=C(CSc1nnc(COc2cccc3cccnc23)o1)N1CCc2ccccc21
    -1, 2, 5, 4, -1.1, 16, -0.9, 1, 99, -0.2
- CN1C(=O)C2(OCC(C)([N+](=O)[O-])CO2)c2ccccc21 (stereo not drawn)
    8, 4, -4, 9, 1.1, -5, 0.0, -1, 99, -0.2
- CCN(CC)CCCNC(=O)c1cn(CCOC)c(=O)c2c1c1ccccc1n2C
    -4, 9, 2, -2, -2.8, 10, 1.1, 0, 98, 0.1
- O=C(Cn1nnc(-c2ccc(N3CCOCC3)cc2)n1)OC1CCCCC1
    -2, 17, -4, 2, -0.4, 10, -1.9, 0, 99, -0.4
- CCOc1ccccc1Nc1nc2ccccc2n2cnnc12
    5, 2, -1, -3, 0.0, 22, 0.9, 2, 100, -0.2
- Cc1ccc2[nH]c3c(=O)n(Cc4ccccn4)cnc3c2c1
    -3, 4, 3, 8, 1.7, -4, -2.9, 2, 95, 0.2
- Cn1ccnc1SCC(=O)Nc1nc2c(F)c(F)c(F)cc2s1
    -2, 5, 2, 3, 1.2, -4, 0.0, 3, 94, -0.5
- CN(C(=O)CN1CCC(NC(=O)C2CCCCC2)CC1)C1CCCCC1
    -4, -1, -1, 3, -1.3, -3, 0.8, 0, 93, -0.1

Screening data as filed in PubChem.
